# Screening data from PubChem BioAssay.
# FH mod = Identification of activators of human fumarate hydratase by quantitative high-throughput screening; Fumarate hydratase, mitochondrial (Homo sapiens), P07954; FH coupled MDH/diaphorase resazurin fluorescence, 15 min; Potency, µM (highest dose often 79.9 µM), for the others: at the top dose activity change, negative = inhibition, actives largely listed as inhibitors; 54,000 tested, 0.22% active; further: the screen sought activators but most active calls are inhibition curves; nearly all actives have a fitted effect of over 45% in size
# Target sequence (P07954 whole entry, looked up): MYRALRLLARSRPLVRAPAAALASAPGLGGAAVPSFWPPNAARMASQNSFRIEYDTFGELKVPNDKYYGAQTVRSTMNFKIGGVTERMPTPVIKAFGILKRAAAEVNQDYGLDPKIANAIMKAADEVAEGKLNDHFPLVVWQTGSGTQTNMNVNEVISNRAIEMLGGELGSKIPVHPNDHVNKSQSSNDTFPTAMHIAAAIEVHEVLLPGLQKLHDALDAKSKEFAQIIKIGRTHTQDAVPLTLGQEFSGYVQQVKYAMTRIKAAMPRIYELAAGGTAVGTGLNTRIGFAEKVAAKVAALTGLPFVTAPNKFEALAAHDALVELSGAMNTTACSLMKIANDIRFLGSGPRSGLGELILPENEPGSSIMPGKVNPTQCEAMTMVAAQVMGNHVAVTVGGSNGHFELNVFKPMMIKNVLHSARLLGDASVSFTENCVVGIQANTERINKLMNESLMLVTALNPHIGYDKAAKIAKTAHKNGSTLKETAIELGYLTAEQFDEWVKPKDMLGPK
# NTMT1 inh = inhibitors of human N-terminal methyltransferase NTMT1; Potency, µM (top dose mostly 114 µM), inactives show top-dose activity change, negative = inhibition, usual class: inhibitors; 59,000 tested, 2.5% active; NTMT1 MTase-Glo SAH luminescence, purified enzyme; Q9BV86;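 further: plate controls were DMSO vehicle for no effect and no enzyme for full effect; nearly all actives have a fitted effect of over 65% in size; many of its hits are not listed in these tables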
# Target sequence (Q9BV86 whole entry, looked up): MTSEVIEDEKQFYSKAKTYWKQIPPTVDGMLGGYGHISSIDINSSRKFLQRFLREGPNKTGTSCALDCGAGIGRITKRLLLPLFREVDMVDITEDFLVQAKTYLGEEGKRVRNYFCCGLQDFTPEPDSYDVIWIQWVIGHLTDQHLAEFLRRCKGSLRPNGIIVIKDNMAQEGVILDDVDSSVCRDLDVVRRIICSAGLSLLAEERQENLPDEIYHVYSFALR
# The depositor's hits bear a star; ? = inconclusive; & = joins results of further samples; [ ] = another dose, or the depositor's remark. The call rests on the fitted dose curve; in most records, active means well fitted curve in the direction sought with a large enough effect; inconclusive means small, poorly fitted or top-dose-only effect, or another doubt; inactive means no such curve, though single readings can be large; an effect the other way counts as inactive or inconclusive. Unless noted, on the % scale 0 is the no-effect control and ±100 the full control effect; potency means the concentration at half of the fitted maximal effect. A portion of the library; rates above refer to the full screens.
SMILES,FH mod,NTMT1 inh
C/C=C1/[C@H](O[C@@H]2O[C@H](CO)[C@@H](O)[C@H](O)[C@H]2O)OC=C(C(=O)OC)[C@H]1CC(=O)OCCc1ccc(OC(=O)C[C@@H]2C(C(=O)OC)=CO[C@@H](O[C@@H]3O[C@H](CO)[C@@H](O)[C@H](O)[C@H]3O)/C2=C/C)cc1,?,-16%[12.6 µM]
CSC(=O)OCC1=C[C@@H]2OC(=O)C3=CO[C@@H](O[C@@H]4O[C@H](CO)[C@@H](O)[C@H](O)[C@H]4O)[C@H]1[C@@H]32,9%[53.3 µM],-4%[29.8 µM]
COC(=O)C1=CO[C@@H](O[C@@H]2O[C@H](CO)[C@@H](O)[C@H](O)[C@H]2O)[C@@H]2[C@@H](C)[C@@H](OC(=O)/C=C/c3ccccc3)[C@@H](O)[C@H]12,-2%[53.3 µM],-12%[29.8 µM]
CC(C)(C)C(=O)OCOP(=O)(COCCn1cnc2c(N)ncnc21)OCOC(=O)C(C)(C)C,-12%,18%
Nc1ncnc2c1nc(N)n2[C@@H]1O[C@H](CO)[C@@H](O)[C@H]1O,-1%,125%[activator][57.5 µM]
CNC(=O)[C@@H](c1ccccc1)N1CCc2cc(OC)c(OC)cc2[C@@H]1CCc1ccc(C(F)(F)F)cc1,-17%,3%[57.5 µM]
O=C1Nc2ccc(I)cc2/C1=C/c1cc(Br)c(O)c(Br)c1,28µM*,3.5µM*
Fc1ccc(CNc2ncnc3ccc(F)cc23)cc1,1%,-1%&-25%[57.5 µM]
NC1CCC(Nc2cc(-c3cccc(NCc4cccc(F)c4)n3)c(Cl)cn2)CC1 (stereo not given),0%,1%[57.5 µM]
NNCCc1ccccc1,-8%&4%&-4%[53.3 µM],?

# One compound at a time (already shown). Order of screens: FH mod | NTMT1 inh
# O=C1Nc2ccc(I)cc2/C1=C/c1cc(Br)c(O)c(Br)c1 reads 28µM* | 3.5µM*
# CSC(=O)OCC1=C[C@@H]2OC(=O)C3=CO[C@@H](O[C@@H]4O[C@H](CO)[C@@H](O)[C@H](O)[C@H]4O)[C@H]1[C@@H]32 reads 9%[53.3 µM] | -4%[29.8 µM]
# NNCCc1ccccc1 reads -8%&4%&-4%[53.3 µM] | ?
# C/C=C1/[C@H](O[C@@H]2O[C@H](CO)[C@@H](O)[C@H](O)[C@H]2O)OC=C(C(=O)OC)[C@H]1CC(=O)OCCc1ccc(OC(=O)C[C@@H]2C(C(=O)OC)=CO[C@@H](O[C@@H]3O[C@H](CO)[C@@H](O)[C@H](O)[C@H]3O)/C2=C/C)cc1 reads ? | -16%[12.6 µM]
# COC(=O)C1=CO[C@@H](O[C@@H]2O[C@H](CO)[C@@H](O)[C@H](O)[C@H]2O)[C@@H]2[C@@H](C)[C@@H](OC(=O)/C=C/c3ccccc3)[C@@H](O)[C@H]12 reads -2%[53.3 µM] | -12%[29.8 µM]

# The list continues:
SMILES,FH mod,NTMT1 inh
C[C@@H](O)[C@H](N)C(=O)N1CCC[C@H]1C(=O)N1CCC[C@H]1C(=O)N[C@H](C(N)=O)[C@@H](C)O,-2%[13.5 µM],35%[12.6 µM]
COc1cc(/C=C/C(=O)OC2CC(C)=C(C(=O)O)/C2=C/CO[C@@H]2O[C@H](CO)[C@@H](O)[C@H](O)[C@H]2O)ccc1O (stereo not given in full),1%[53.3 µM],10%[29.8 µM]
O=C(O)CC1(O)C(=O)Nc2ccccc21 (stereo not given),-19%,?
C=CC(=O)Nc1ccc(CN2C(=O)N(c3cc(OC)cc(OC)c3)Cc3cnc(Nc4ccc(N5CCN(C)CC5)cc4)nc32)cc1,?,?
COc1ccc2c(Oc3ccc(NC(=O)c4c(C)n(CC(C)(C)O)n(-c5ccccc5)c4=O)nc3)ccnc2c1,-8%,?
Cc1cc(Nc2ncc3c(n2)N(C)C(=O)N(c2cc(NC(=O)c4cccc(C(F)(F)F)c4)ccc2C)C3)n(C)n1,-16%[53.3 µM],9%
N#Cc1cccc(C#N)c1-c1nc2c3ccccc3c3cc(Cl)ccc3c2[nH]1,-20%,-20%[57.5 µM]
O=C1CCC(N2C(=O)c3ccccc3C2=O)C(=O)N1 (stereo not given),4%&6%&0%[53.3 µM],-8%
CN1CCN2c3ncccc3Cc3ccccc3C2C1 (stereo not given),14%[53.3 µM],13%
CC1OC(OC2C(O)C(OC3CCC4(C)C(CCC5(C)C4CC=C4C6CC(C)(COC7OC(CO)C(O)C(O)C7O)CC(O)C6(C)CCC45C)C3(C)C)OC(C(=O)O)C2O)C(O)C(O)C1OC1OCC(O)C(O)C1O (stereo not given),-3%[20.6 µM],10%[12.6 µM]
CC1(C)CC2C(C1)C1(C)CCC13OC3(CO)C2O (stereo not given),0%,5%[57.5 µM]
C=C1CC/C=C(/CO)C(=O)C[C@@H]2[C@@H]1CC2(C)C,-3%,-22%[57.5 µM]
CCS(=O)(=O)CCn1c([N+](=O)[O-])cnc1C,4%[53.3 µM],1%[57.5 µM]
NCCCNc1ccc(Nc2nccc(Nc3cc(C4CC4)[nH]n3)n2)cc1,11%,?
COC1CCN(c2cccc(-c3cc(NC(C)=O)nc(-n4nc(C)cc4C)n3)n2)CC1,-1%,-3%[57.5 µM]
C=C1C[C@]23C[C@H]1CC[C@H]2[C@@]1(C)CCC[C@@]2(C)C(=O)O[C@@H]([C@@H]3O)[C@@H]12,6%[53.3 µM],-5%[29.8 µM]
CN1CCN(Cc2ccc(-c3cnc4[nH]cc(-c5ccc6[nH]ccc6c5)c4c3)cc2)CC1,-25%,20µM*
C[C@H](NC(=O)c1sccc1OCc1ccc(Cl)cc1)c1ccccc1,-17%[53.3 µM],0%
NC(=O)c1ccccc1O,2%[53.3 µM],32%[activator][57.5 µM]
CC1(C(=O)O)CCCC2(C)C1CCC13CC(CCC21)C1(CO)OC31 (stereo not given),-15%[53.3 µM],1%[29.8 µM]
CC1=C(CC(=O)O)c2cc(F)ccc2/C1=C\c1ccc(S(C)(=O)=O)cc1,0%&1%[53.3 µM],17%[57.5 µM]
CC1(C)CCC[C@@]2(C)[C@@H]1CC[C@@]1(C)OC(=O)C[C@H]21,7%[53.3 µM],-15%[57.5 µM]
CC(C)(C)NC(=O)[C@H]1CC[C@H]2[C@@H]3CC[C@H]4NC(=O)CC[C@]4(C)[C@H]3CC[C@]12C,3%,-7%[57.5 µM]
COc1nc2sc(C(=O)NC3CC3)c(N)c2c(C)c1Cl,-7%,21%[57.5 µM]
COc1c(O)cc2c(c1O)C(=O)O[C@H](C)[C@H]2O,-7%,3%[57.5 µM]
COc1cc(CO)cc(OC)c1O[C@@H]1O[C@H](CO)[C@@H](O)[C@H](O)[C@H]1O,3%[53.3 µM],12%[29.8 µM]
Nc1ccc(S(=O)(=O)Nc2nccs2)cc1,4%,0%&2%[57.5 µM]
O=C(/C=C/c1ccc(O)cc1)OC1[C@H](O)CC(O)(C(=O)O)C[C@H]1O (stereo not given in full),1%[53.3 µM],-5%[29.8 µM]
Oc1cc(O)c2c(c1)O[C@H](c1ccc(O)c(O)c1)[C@H](O)C2,-11%[53.3 µM],?
Fc1ccccc1-c1nc2ccn(Cc3ccc(-c4ccc(C(F)(F)F)cc4C(F)(F)F)nn3)cc-2n1,9%,18%[57.5 µM]
Cc1cnc(Nc2ccc(N3CCN(C)CC3)cc2)nc1Nc1cccc(S(=O)(=O)NC(C)(C)C)c1,-3%,-24%
O=C(NCc1ccccn1)Nc1nnc(-c2ccco2)o1,18%,1%[57.5 µM]
O=C(O)/C=C/c1ccc(O)c(O[C@@H]2O[C@H](CO)[C@@H](O)[C@H](O)[C@H]2O)c1,15%[53.3 µM],-8%[29.8 µM]
CC(=O)OCC(COC(C)=O)OC(C)=O,5%[53.3 µM],6%[57.5 µM]
CC[C@@H](CO)NCCN[C@@H](CC)CO,-9%[53.3 µM],-4%[57.5 µM]
CC(C)=CCC[C@](C)(O[C@@H]1O[C@H](CO[C@@H]2O[C@@H](CO)[C@H](O)[C@H]2O[C@@H]2OC[C@@H](O)[C@H](O)[C@H]2O)[C@@H](O)[C@H](O)[C@H]1O)[C@H]1CC[C@]2(C)[C@@H]1[C@H](O)CC1[C@@]3(C)CC[C@H](O[C@@H]4O[C@H](CO)[C@@H](O)[C@H](O)[C@H]4O[C@@H]4O[C@H](CO)[C@@H](O)[C@H](O)[C@H]4O)C(C)(C)C3CC[C@]12C (stereo not given in full),4%[13.5 µM],14%[6.45 µM]
CCCn1cnc2c(NCc3ccc(C)s3)nc(N[C@H](CC)CO)nc21,1%,12%
CCN1/C(=C/C(C)=O)Sc2ccc(OC)cc21,2%,?
CC(=O)NC(CS)C(=O)O (stereo not given),9%[53.3 µM],9%
COc1cc(C(CO)C(OC2OC(CO)C(O)C(O)C2O)c2ccc(O)c(OC)c2)ccc1O (stereo not given),4%[53.3 µM],-4%[29.8 µM]
CC(C)(O)/C=C/C(=O)[C@](C)(O)[C@H]1[C@H](O)C[C@@]2(C)[C@@H]3CC=C4[C@@H](C[C@H](O[C@@H]5O[C@H](CO)[C@@H](O)[C@H](O)[C@H]5O)C(=O)C4(C)C)[C@]3(C)C(=O)C[C@]12C,-1%[20.6 µM],-9%[12.6 µM]
CC[C@H](C)[C@H]1O[C@]2(CC[C@@H]1C)C[C@@H]1C[C@@H](C/C=C(\C)[C@@H](O[C@H]3C[C@H](OC)[C@@H](O[C@H]4C[C@H](OC)[C@@H](O)[C@H](C)O4)[C@H](C)O3)[C@@H](C)/C=C/C=C3\CO[C@@H]4[C@H](O)C(C)=C[C@@H](C(=O)O1)[C@]34O)O2,-24%,6%[57.5 µM]
CCCCc1ccc(NS(=O)(=O)c2ccc(C)c(C(=O)N3CCN(c4cccc(C)c4C)CC3)c2)cc1,-1%[53.3 µM],-16%[57.5 µM]
CC(C)C[C@H](NC(=O)[C@@H](NC(=O)c1cccc(-c2ccccc2)n1)[C@@H](C)O)B(O)O,-1%,13%&5%&20%[57.5 µM]
CN1Cc2c(N)cccc2C(c2ccccc2)C1 (stereo not given),-10%&-7%[53.3 µM],7%[57.5 µM]
CC(C)c1cc(C(=O)N2Cc3ccc(CN4CCN(C)CC4)cc3C2)c(O)cc1O,-12%,-26%
COC(=O)c1ccc(OC)cc1O[C@@H]1O[C@H](CO[C@@H]2OC[C@@H](O)[C@H](O)[C@H]2O)[C@@H](O)[C@H](O)[C@H]1O,1%[53.3 µM],-10%[29.8 µM]
O=C(OC(C(F)(F)F)C(F)(F)F)N1CCN(Cc2cccc(Oc3ccccc3)c2)CC1,-2%,3%[57.5 µM]
Cc1ccc([N+](=O)[O-])cc1S(=O)(=O)N(C)/N=C\c1cnc2ccc(Br)cn12,-23%,4%
Nc1nc2c(nc(Br)n2[C@@H]2O[C@@H]3COP(=O)(O)O[C@H]3[C@H]2O)c(=O)[nH]1,1%,-9%[57.5 µM]
# The list goes on.
SMILES,FH mod,NTMT1 inh
COC1(c2sc3c(N4CCOCC4)nc(-c4cnc(N)nc4)nc3c2C)COC1,-5%,-4%
O=C1Nc2ccc(O)cc2O[C@H]1O[C@@H]1O[C@H](CO)[C@@H](O)[C@H](O)[C@H]1O,0%[53.3 µM],-5%[29.8 µM]
CCn1c(=O)c2cc(C(N)=O)c(N)nc2n(C2CC2)c1=O,-1%,21%
COC(=O)C1(Cc2ccc(O)cc2)OC(=O)C(OC)=C1c1ccc(O)cc1 (stereo not given),-2%[53.3 µM],10%[29.8 µM]
Clc1ccc(C(Cn2ccnc2)OCc2ccc(Sc3ccccc3)cc2)c(Cl)c1 (stereo not given),14%&1%[53.3 µM],38%&22%[activator][57.5 µM]
CC1(C)NC2N(C1=O)c1ccccc1C2(O)CC(C(=O)O)n1cnc2ccccc2c1=O (stereo not given),6%[53.3 µM],-3%[29.8 µM]
CC1=CC(=O)C2(OC3OC(C)C(O)C(OC(=O)/C=C/c4ccccc4)C3O)C=COC(OC3OC(CO)C(O)C(O)C3O)C12 (stereo not given),0%[20.6 µM],20%[12.6 µM]
CC(=O)O[C@@H]1C[C@@H](OC(C)=O)C(C)(C)/C=C/[C@H](C)[C@H](OC(C)=O)[C@@]2(O)C[C@H](C)[C@H](OC(=O)c3ccccc3)[C@@H]2/C=C/1C,5%[20.6 µM],11%[12.6 µM]
COc1cc2c(cc1OC)C(C(C(=O)N(CCc1ccc(OC)c(OC)c1OC)CCc1ccc(OC)c(OC)c1OC)c1ccccc1)=NCC2 (stereo not given),-9%[53.3 µM],?
C=C1CC[C@@H](O)[C@]2(C)CC[C@H]3C(=C)C(=O)O[C@@H]3[C@@H]12,0%,1%[57.5 µM]
COc1ccc(N2CCN(CCCNC(=O)Cn3c(=O)c4cccn4c4c(C)ccnc43)CC2)cc1,0%,1%[57.5 µM]
COC1CC(O[C@H]2CC[C@@]3(C)C(=CC[C@]4(O)C3[C@H](O)[C@@H](O)[C@]3(C)[C@@H]([C@H](C)O)CC[C@@]34O)C2)OC(C)C1OC1CC(OC)C(OC2CC(OC)C(OC3OC(C)C(OC4OC(CO)C(O)C(O)C4O)C(OC)C3O)C(C)O2)C(C)O1 (stereo not given in full),7%[20.6 µM],9%[12.6 µM]
CCCCC(=O)N(Cc1ccc(-c2ccccc2-c2nn[nH]n2)cc1)C(C(=O)O)C(C)C (stereo not given),2%,0%[57.5 µM]
N#C/C(=C\c1ccc(O)c(O)c1)C(=O)NCc1ccccc1,-18%,-19%&-14%
Cc1cc(N2CCOCC2)ccc1Nc1nc(NC2CCCCC2)c2[nH]cnc2n1,-4%,-3%[57.5 µM]
